PfHsp40 rescue = rescue of PfHsp40-mediated yeast toxicity; S. cerevisiae expressing PfHsp40, growth rescue, ATP luminescence; growth rescue, % at 12.5 µM; 340,000 compounds, 0.68% hits; AID 504582; in the data active = growth rescue above about 28%, passing the limit was not always enough; inconclusive = no clear call, values can overlap the other calls;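 note: yeast W303a lacking pdr1 and pdr3 grown in galactose medium; growth measured after three days at 30 °C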
TcdB GH inh = inhibitors of Clostridioides difficile toxin B glycohydrolase. P18177. TcdB glycohydrolase enzymatic assay, plate reader. inhibition, % at 9.99 µM. 350,000 compounds, 0.24% hits. AID 652162; in the data active = inhibition above about 10%
FadD28 FP inh = inhibitors of Mycobacterium tuberculosis FadD28 bisubstrate binding; inhibition, % at 12.5 µM; AID 588549; 360,000 compounds, 0.22% hits; FadD28 bisubstrate probe binding, fluorescence polarization; in the data active = inhibition above about 8.5%, passing the limit was not always enough; inconclusive = no clear call, values can overlap the other calls
GDH-TPI inh = inhibits GDH-TPI coupling enzymes, artifact for Mtb FBA screen | 360,000 compounds, 1.2% hits | inhibition, % at 4.8 µM | AID 588335 | GDH-TPI coupled enzyme counterscreen, NADH absorbance; in the data active = inhibition above about 30%;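 note: 0% = DMSO wells and 100% = wells lacking the enzyme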
Mtb FBA inh = inhibits M. tuberculosis FBA enzyme | purified M. tuberculosis FBA, fluorescence read-out | inhibition, % at 1 µM | 360,000 compounds, 2.3% hits | AID 588726; in the data active = inhibition above about 27%;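 note: 0% = vehicle and 100% = reference inhibitor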
Target sequence (P9WQA3 whole entry, looked up): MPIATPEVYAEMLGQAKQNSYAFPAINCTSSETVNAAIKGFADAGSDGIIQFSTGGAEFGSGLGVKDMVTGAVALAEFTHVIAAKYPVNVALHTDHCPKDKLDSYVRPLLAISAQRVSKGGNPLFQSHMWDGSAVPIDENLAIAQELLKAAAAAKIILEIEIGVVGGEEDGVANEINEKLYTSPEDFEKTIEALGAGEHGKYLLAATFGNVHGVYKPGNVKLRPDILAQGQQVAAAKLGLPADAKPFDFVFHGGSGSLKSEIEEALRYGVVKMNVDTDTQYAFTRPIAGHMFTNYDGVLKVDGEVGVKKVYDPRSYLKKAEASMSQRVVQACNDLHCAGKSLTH
Yp Topo-I inh = inhibitors of Yersinia pestis topoisomerase I | Y. pestis Topo-I cleavage product accumulation, plate reader | activity, % at 10 µM | 360,000 compounds, 0.064% hits; in the data active = activity above about 50%, passing the limit was not always enough; inconclusive = no clear call, values can overlap the other calls; note: inactives centre near 2
Mtb BioA inh = blocks M. tuberculosis BioA enzyme activity. purified M. tuberculosis BioA enzyme, plate reader. inhibition, % at 9.99 µM. 360,000 compounds, 0.096% hits. AID 602481; in the data active = inhibition above about 40%; inconclusive = no clear call, values can overlap the other calls
UGM FP inh = blocks M. tuberculosis UGM enzyme. P9WIQ1. inhibition, % at 10 µM. purified UGM, fluorescence polarization probe displacement. 320,000 compounds, 0.06% hits. AID 504406; in the data active = inhibition above about 10%, passing the limit was not always enough; inconclusive = no clear call, values can overlap the other calls
Target sequence (P9WIQ1 whole entry, looked up): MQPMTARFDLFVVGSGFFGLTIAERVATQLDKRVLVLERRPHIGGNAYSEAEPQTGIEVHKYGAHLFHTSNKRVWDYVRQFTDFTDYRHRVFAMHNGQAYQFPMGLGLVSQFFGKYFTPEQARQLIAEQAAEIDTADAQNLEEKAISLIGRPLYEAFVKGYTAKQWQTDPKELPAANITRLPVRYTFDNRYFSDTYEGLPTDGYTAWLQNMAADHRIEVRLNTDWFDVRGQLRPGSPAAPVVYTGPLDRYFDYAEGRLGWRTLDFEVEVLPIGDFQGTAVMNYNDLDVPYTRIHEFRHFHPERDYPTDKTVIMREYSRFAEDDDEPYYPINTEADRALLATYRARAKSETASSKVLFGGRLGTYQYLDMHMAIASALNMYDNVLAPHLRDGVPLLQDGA
BH1578 lux ind = inducers of Vibrio cholerae quorum light production without autoinducers; activation, % at 18.7 µM; V. cholerae BH1578 lux reporter, luminescence, 6 h; 350,000 compounds, 0.16% hits; in the data active = activation mostly above about 9.7%, no sharp cut-off; inconclusive = no clear call, values can overlap the other calls; inactive = mostly below about 3.7%; note: not every result past the cut was called active; inactives centre near 0; reference of the scale not given here
* marks the source's active call; other numbers are inactive results; i = inactive; ? = inconclusive; / = no result given; & = joins results of further samples. An unsorted share of the library, and some 4.6% of all compounds hit somewhere here.

mol	PfHsp40 rescue	TcdB GH inh	FadD28 FP inh	GDH-TPI inh	Mtb FBA inh	Yp Topo-I inh	Mtb BioA inh	UGM FP inh	BH1578 lux ind
CC12CCC(C(=O)Nc3ccc4c(c3)OCCO4)(OC1=O)C2(C)C (stereo not drawn)	0.7	/	-0.8	-8	-1	-4	-1.7	-0.6	-0.9
Cc1cc(C(=O)NC2CCCCC2)c(C)n1-c1ccc(F)cc1	0.5	/	-1.7	-2	0	5	-0.3	0.8	-1.5
COc1cc(C2NC(=O)NC(C)=C2C(=O)OCc2ccc(C)cc2)cc(OC)c1OC (stereo not drawn)	1.3	1.2	0.1	-3	1	16	2.2	0.0	i
O=C(NCc1ccco1)c1ccc(-c2ccc(F)c(F)c2)c2ccoc12	/	1.1	-8.9	-10	-1	42	3.2	/	-0.2
COc1cccc(-c2nnc3sc(-c4ccccn4)nn23)c1	2.2	/	0.9	11	3	-5	-0.3	-2.3	i
Cc1ccc(/C=N/NC(=O)C2CCN(Cc3ccc(F)cc3Cl)CC2)o1	-0.9	/	-4.2	11	-3	-2	-0.5	-0.3	i
CCOCCCNC(=O)c1cc2c(=O)n(CC)c3ccccc3c2s1	3.2	0.8	-1.3	12	59*	16	13	-1.5	-1.4
O=C(CCN1C(=O)S/C(=C\c2ccccc2)C1=O)N1CCOCC1	-0.8	2.4	-3.5	26	-2	-2	-0.6	2.0	-0.4

mol	PfHsp40 rescue	TcdB GH inh	FadD28 FP inh	GDH-TPI inh	Mtb FBA inh	Yp Topo-I inh	Mtb BioA inh	UGM FP inh	BH1578 lux ind
COc1cc(Cl)c(S(=O)(=O)NCCN2CCOCC2)cc1Cl	-1.4	/	-0.9	7	6	-5	0.5	-0.1	-1.5
O=C(NC(c1ccc(Cl)cc1)c1cnccn1)C1CCN(CCCc2ccccc2)CC1 (stereo not drawn)	/	/	-0.8	10	-1	12	-0.5	/	-0.8
O=C1Nc2ccccc2C12Nc1ccccc1-c1nc3ccccc3n12 (stereo not drawn)	1.5	/	-3.8	7	4	2	2.8	0.0	i
Cc1cccc(N2C(=O)C3CCCN3C2=S)c1C (stereo not drawn)	0.2	0.1	-0.8	0	-1	9	0.4	-0.5	i
CCOC(=O)c1cnc(-n2nc(C)cc2C)nc1Oc1ccc(C#N)cc1	-0.6	0.0	-1.6	-4	2	-2	-0.1	-3.2	-0.8
COc1ccc(S(=O)(=O)N2CCCC2)cc1OC	-1.8	1.1	-1.4	9	-3	0	-1.2	-0.4	-0.3
CCc1ccccc1N1C(=O)c2ccccc2S1(=O)=O	-1.0	/	-0.4	7	-1	1	/	0.7	3.4
CCn1nccc1C(=O)Nc1nccs1	-0.1	/	-3.6	8	3	-4	-0.8	1.7	-0.9

mol	PfHsp40 rescue	TcdB GH inh	FadD28 FP inh	GDH-TPI inh	Mtb FBA inh	Yp Topo-I inh	Mtb BioA inh	UGM FP inh	BH1578 lux ind
CCCc1cnc(N2CCN(C(=O)c3ccc(F)cc3)CC2)nc1	0.0	1.5	-1.7	-3	3	4	2.8	1.5	-0.3
CCOC(=O)C1=NOC(CNC(=O)c2ccccc2Cl)C1 (stereo not drawn)	-1.6	1.5	-1.2	4	2	8	/	-0.6	-0.4
Cc1ccc(OCCNc2cc(N3CCN(CCO)CC3)ccc2[N+](=O)[O-])cc1C	-2.4	/	-22	5	-8	15	/	-0.8	-0.3
C=CCNC(=O)CCCc1ccccc1	-1.5	/	-1.5	-8	1	-5	-0.4	-0.2	i
COCCNC(=O)CCc1c(C)nc2nc(-c3cc(OC)cc(OC)c3)nn2c1C	0.1	2.3	-0.5	0	-3	-3	/	-0.7	-0.4
Cc1cc(C)nc(-n2ncc3c2CC(C)CC3=O)n1 (stereo not drawn)	/	1.1	0.5	2	4	-11	-2.0	0.3	-0.6
CN(C)CCC(c1ccc(Br)cc1)c1ccccn1 (stereo not drawn)	0.5&-0.3&-0.5	1.5&0.3&1.1	1.6&-1.0&-0.5	10&3&1	0&-2&0	2&-4&-2	0.6&0.6&0.4	-0.7&-3.0	-0.3
COc1cc(C2CC(=O)Oc3c2c(=O)n(C)c2ccccc32)ccc1O (stereo not drawn)	-0.8	-0.3	0.4	8	6	-13	/	0.5	-0.3

Retrieved by compound from the entries so far (5):
mol	PfHsp40 rescue	TcdB GH inh	FadD28 FP inh	GDH-TPI inh	Mtb FBA inh	Yp Topo-I inh	Mtb BioA inh	UGM FP inh	BH1578 lux ind
COCCNC(=O)CCc1c(C)nc2nc(-c3cc(OC)cc(OC)c3)nn2c1C	0.1	2.3	-0.5	0	-3	-3	/	-0.7	-0.4
COc1ccc(S(=O)(=O)N2CCCC2)cc1OC	-1.8	1.1	-1.4	9	-3	0	-1.2	-0.4	-0.3
O=C(CCN1C(=O)S/C(=C\c2ccccc2)C1=O)N1CCOCC1	-0.8	2.4	-3.5	26	-2	-2	-0.6	2.0	-0.4
Cc1cccc(N2C(=O)C3CCCN3C2=S)c1C (stereo not drawn)	0.2	0.1	-0.8	0	-1	9	0.4	-0.5	i
CCc1ccccc1N1C(=O)c2ccccc2S1(=O)=O	-1.0	/	-0.4	7	-1	1	/	0.7	3.4

The list continues:
mol	PfHsp40 rescue	TcdB GH inh	FadD28 FP inh	GDH-TPI inh	Mtb FBA inh	Yp Topo-I inh	Mtb BioA inh	UGM FP inh	BH1578 lux ind
C1=C(CCNc2ncnc3c2[nH]c2ccccc23)CCCC1	-1.2	1.1	-3.6	9	5	-14	/	-1.1	-3.3
CCOC(=O)N1CCN(C(=O)COc2cccc3c2CCN(CC)C3=O)CC1	-1.0	-0.3	-1.5	12	0	1	0.2	/	-0.4
CC(C)CCNC(=O)C1CCN(c2nnc(-n3cccc3)s2)CC1	0.5	0.5	-5.1	5	0	14	1.7	-1.5	/
Nc1nnc(-c2cn(-c3ccccc3)nc2-c2ccccc2)o1	-1.1	/	-4.9	8	17	4	-0.8	-3.2	1.7
COc1ccc(/C=N/Nc2nonc2N)c(OC)c1	0.4	2.1	-0.1	9	2	-2	/	-0.6	i
Cc1cc(Cl)c(OCCCNC2CCCC2)c(Br)c1	-0.4	0.3	-3.7	-12	-6	10	0.5	2.3	i
Cc1ccc(NC(=O)c2ccc(CN3CC(=O)N4CCCCC4C3=O)cc2)c(C)c1 (stereo not drawn)	-0.6	0.6	-1.4	-7	-1	5	0.1	0.8	-0.2
CC(C)SC1=NC(C)(C)C=C(/C=C/c2c(Cl)cccc2Cl)N1	2.6	/	-5.1	2	1	-3	-0.7	3.8	-0.7

mol	PfHsp40 rescue	TcdB GH inh	FadD28 FP inh	GDH-TPI inh	Mtb FBA inh	Yp Topo-I inh	Mtb BioA inh	UGM FP inh	BH1578 lux ind
COc1ccc(C)cc1N(C(=O)c1cccc(F)c1)c1nc2ccccc2s1	-1.4	/	3.6	7	2	-5	-4.1	-0.1	-0.2
CN(CC1CCCN(CCc2ccc(F)cc2)C1)C(=O)CCC(F)(F)F (stereo not drawn)	-0.1	-0.1	0.2	11	-1	6	-0.6	3.3	-1.3
Cc1ccc(N(Cc2ccccc2)C(=O)c2cc(S(=O)(=O)N3CCOCC3)ccc2C)cc1	0.1	1.2	-15	-2	1	14	/	-0.1	i
Cc1cc2ccccc2n1CCNC(=O)Cc1ccccc1	-0.7	-0.7	-1.6	4	3	5	-0.9	-0.9	0.8
O=C1NC[C@@H](Cc2cccc3ccccc23)N(CC2(c3ccccc3)CC2)C1=O	1.5	0.9	-17	5	2	-2	2.3	0.7	7.1
O=C(CN1C(=O)/C(=C/c2ccco2)SC1=S)Nc1ccc(O)c(C(=O)O)c1	0.7	-0.6	36*	12	5	-19	1.5	0.7	0.5
O=C(Nc1ccccc1C(=O)O)c1cccc(NS(=O)(=O)c2ccc(Br)cc2)c1	6.4	0.7	-18	-5	2	3	2.7	4.5	-0.3
O=C(Nc1cccc(Cl)c1)Nc1ccc(Br)cc1F	-0.8	0.6	1.4	8	-1	3	0.1	0.1	-1.0

mol	PfHsp40 rescue	TcdB GH inh	FadD28 FP inh	GDH-TPI inh	Mtb FBA inh	Yp Topo-I inh	Mtb BioA inh	UGM FP inh	BH1578 lux ind
Cc1occc1C(=O)Nc1c(F)c(F)c(F)c(F)c1F	-1.2	/	-1.7	-1	-2	-3	-1.4	0.7	i
Nc1nc(CSc2nnnn2-c2ccc(Cl)cc2)nc(N2CCOCC2)n1	-0.7	/	0.3	0	3	4	/	0.7	i
O=C(CSc1nnc(-c2ccncc2)n1C1CCCCC1)Nc1ccccc1	0.0	/	-2.3	5	-1	5	-0.8	0.0	-4.2
CCN(CC(=O)Nc1c(F)cccc1F)C(=O)CN1C(=O)c2ccccc2C1=O	2.1	2.0	-2.5	-2	-1	1	-3.0	-1.7	i
CC1=CC(C)C2C(=O)N(CCCN(C)C)C(=O)C2C1 (stereo not drawn)	0.0	/	-3.9	-3	0	-2	-0.4	0.3	i
Cn1cnc([N+](=O)[O-])c1Sc1ncccc1N	3.7	/	1.4	24	-3	-11	-2.4	-0.6	i
CC(=O)CCCC(NS(=O)(=O)CCC(Cl)(Cl)Cl)c1ccccc1 (stereo not drawn)	1.6	-0.1	-4.0	-8	1	-7	-1.7	-0.6	i
COC(=O)C(C(=O)Nc1ccc(OC)cc1)C1CCCCCC1 (stereo not drawn)	0.8	/	0.8	4	2	-3	-3.0	1.2	-0.5

mol	PfHsp40 rescue	TcdB GH inh	FadD28 FP inh	GDH-TPI inh	Mtb FBA inh	Yp Topo-I inh	Mtb BioA inh	UGM FP inh	BH1578 lux ind
O=C(COC(=O)CCN1C(=O)c2ccccc2C1=O)Nc1ccccc1[N+](=O)[O-]	0.1	0.1	-3.5	11	-1	-3	-0.5	-3.3	-0.5
CC1(C)CC(=O)C([N+](=O)[O-])=C(NCCCO)C1	0.1	0.4	0.8	12	1	-4	-3.5	1.7	-0.4
NC(=O)c1c(NC(=O)c2ccncc2)sc2c1CCCC2	-2.0	1.4	-0.2	6	-1	8	/	-1.2	-1.7
CCCCc1nc2cc(C(=O)N3CCN(c4nc(C)cnc4C)CC3)ccc2o1	1.6	-3.5	-1.5	1	2	12	1.7	-1.1	i
O=S(=O)(NCc1ccc2c(c1)OCO2)c1cccc(S(=O)(=O)N2CCOCC2)c1	1.6	/	-4.0	0	1	-2	0.6	-0.1	/
O=C(NCCc1ccccc1)c1ccc2c(=O)[nH]c3c(C(=O)NCC4CCCO4)sc(=S)n3c2c1 (stereo not drawn)	0.6	1.7	61*	7	3	1	5.1	-1.8	-0.2
Cc1nc2oc3c(NCc4ccccn4)ncnc3c2c2c1COC(C)(C)C2	?	/	-1.0	9	94*	20	7.9	0.4	-0.1
Cc1cc(C(=O)N/N=C/c2cc(Br)c(Br)o2)n[nH]1	0.5	-0.5	0.6	16	2	-9	-3.1	4.3	-0.2
CC(C)c1cc(C(=O)NCc2cccnc2)no1	0.4	0.5	-3.1	-7	1	4	/	2.9	-0.6
O=C(Nc1ccc(O)cc1)c1ccc2c(c1)C(=O)N(N1C(=O)c3ccccc3C1=O)C2=O	-0.5	-0.3	-0.5	0	3	-2	5.4	-0.9	0.8
